Screening results (PubChem)
TIM10 inh: growth inhibitors of isogenic TIM10 control yeast, primary screen, counter-screen for tim10-1 yeast inhibitor project, luminescence, uHTS; S. cerevisiae TIM10 strain growth, BacTiter-Glo luminescence, 24 h; inhibition, % at 10 µM; actives 1.4% (n = 330,000); AID 463195, 2010;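 active means inhibition of 40% or more at the single tested concentration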;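 further: wild-type TIM10 isogenic control strain grown at permissive 25 °C; 0% = DMSO yeast wells and 100% = minimal medium wells without yeast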
mIAP act: activators of mouse IAP, primary screen, biochemical, luminescence, uHTS; intestinal alkaline phosphatase [Mus musculus]; muIAP, CDP-Star luminescence, 30 min; hits give high values; 1 = vehicle-only enzyme signal, 0 = enzyme-free wells; activation factor at 10 µM; actives 0.24% (n = 330,000); AID 2805, 2010;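 active means activation factor of at least 2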; further: the source names both 10 and 20 µM as test concentration; values of inactives mirror those of a sister screen read the other way
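System: mouse IAP enzyme. Reagent: CDP-Star chemiluminescent phosphatase substrate. Benchmarks: DMSO wells, no-enzyme wells. Times: 30 min enzyme-substrate-compound incubation at room temperature. Detection: luminescence from enzymatic CDP-Star hydrolysis. Doses: test compounds delivered from DMSO solution.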
hIAP activ: human IAP activators, primary screen, biochemical, luminescence, uHTS | Intestinal-type alkaline phosphatase (Homo sapiens), P09923 | activation factor at 10 µM | purified human IAP, CDP-Star luminescence, 30 min; hits give high values; 1 = vehicle-only enzyme, 0 = enzyme-free background | actives 0.16% (n = 330,000);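 active means activation factor of the enzyme at least 2-fold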; further: the source names both 10 and 20 µM as test concentration; values of inactives mirror those of a sister screen read the other way
Apaf-1 inh: inhibitors of human Apaf-1 apoptosome, primary screen, biochemical, DEVD-Rh110 fluorescence, uHTS; reconstituted apoptosome caspase-3 activity; inhibition, % at 20 µM; actives 0.71% (n = 330,000); active means inhibition of at least 40% at 20 µM;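 further: plate controls were DMSO wells for no effect and DEVD-CHO caspase inhibitor wells for full effect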
Target sequence (O14727 whole entry, looked up): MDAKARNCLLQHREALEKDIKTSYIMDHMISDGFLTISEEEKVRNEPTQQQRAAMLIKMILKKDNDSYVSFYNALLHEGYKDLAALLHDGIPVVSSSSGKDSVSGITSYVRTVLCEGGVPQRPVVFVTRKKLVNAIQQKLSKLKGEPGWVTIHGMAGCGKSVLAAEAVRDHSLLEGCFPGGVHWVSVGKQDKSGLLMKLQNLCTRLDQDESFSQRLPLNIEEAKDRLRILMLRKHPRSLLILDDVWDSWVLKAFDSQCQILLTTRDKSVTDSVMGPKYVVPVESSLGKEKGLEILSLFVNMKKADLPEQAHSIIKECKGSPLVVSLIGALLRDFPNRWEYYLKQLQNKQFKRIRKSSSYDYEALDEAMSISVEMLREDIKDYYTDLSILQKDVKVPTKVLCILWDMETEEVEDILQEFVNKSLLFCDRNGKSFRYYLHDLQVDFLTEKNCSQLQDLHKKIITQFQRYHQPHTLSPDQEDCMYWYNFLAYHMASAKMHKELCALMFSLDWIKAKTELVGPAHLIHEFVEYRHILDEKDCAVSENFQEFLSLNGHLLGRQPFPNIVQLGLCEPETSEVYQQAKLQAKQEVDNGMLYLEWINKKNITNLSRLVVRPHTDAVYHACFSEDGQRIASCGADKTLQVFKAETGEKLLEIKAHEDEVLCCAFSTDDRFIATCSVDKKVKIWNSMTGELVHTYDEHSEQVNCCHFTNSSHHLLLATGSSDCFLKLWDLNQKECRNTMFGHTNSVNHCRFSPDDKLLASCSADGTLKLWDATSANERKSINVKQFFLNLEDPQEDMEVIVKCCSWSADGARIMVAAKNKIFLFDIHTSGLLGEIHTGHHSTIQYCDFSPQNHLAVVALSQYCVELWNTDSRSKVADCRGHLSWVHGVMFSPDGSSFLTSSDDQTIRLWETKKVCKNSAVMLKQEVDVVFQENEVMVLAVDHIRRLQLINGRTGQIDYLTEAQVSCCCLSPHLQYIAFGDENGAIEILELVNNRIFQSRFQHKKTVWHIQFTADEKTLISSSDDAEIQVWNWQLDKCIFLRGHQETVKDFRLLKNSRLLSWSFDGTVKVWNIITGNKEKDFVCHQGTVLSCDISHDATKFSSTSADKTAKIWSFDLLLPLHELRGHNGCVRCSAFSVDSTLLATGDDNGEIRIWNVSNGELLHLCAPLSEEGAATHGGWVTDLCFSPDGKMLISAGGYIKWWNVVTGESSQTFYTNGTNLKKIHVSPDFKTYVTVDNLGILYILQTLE
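Material: cell-free apoptosome with Apaf-1, procaspase-3 and caspase-9; Buffer or medium: Hepes pH 7.5 with detergent and BSA; Reagent: cytochrome c trigger plus (Z-DEVD)2-Rh110 caspase-3 substrate; Times: compound with Apaf-1, dATP, procaspase-3 30 min, then 50 min reaction, room temperature; Technique: Rh110 fluorescence intensity.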
ATG4B inhibitor: ATG4B protease inhibitors, primary screen, biochemical, fluorescence, uHTS; ATG4B cleavage of LC3-PLA2, NBD-HPC fluorescence, 1 h; inhibition, % at 8.33 µM; actives 0.51% (n = 340,000); AID 504462, 2011; in the data active means inhibition above about 40%
tim10-1 inh: growth inhibitors of tim10-1 mutant yeast, primary screen, luminescence, uHTS | S. cerevisiae tim10-1 ts strain growth, BacTiter-Glo, 24 h | inhibition, % at 20 µM | actives 2.2% (n = 330,000);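 active means inhibition of at least 40%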;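 further: mutant grown at 25 °C; 0% = DMSO wells with yeast and 100% = wells holding no yeast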
NALP3 yeast inh: NALP3 inflammasome inhibitors in reconstituted yeast, primary screen, luminescence, uHTS; inhibition, % at 10 µM; actives 0.39% (n = 330,000); Yeast reconstituted NLRP3/ASC/caspase-1, beta-gal luminescence, 24 h;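 active means inhibition of 50% or more; inactive means inhibition below 50%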;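 further: plate controls were induced DMSO wells for no effect and uninduced yeast grown without galactose for full effect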
mIAP block: inhibitors of mouse IAP, primary screen, biochemical, luminescence, uHTS; intestinal alkaline phosphatase [Mus musculus]; purified mouse IAP, CDP-Star luminescence, 30 min; inhibition, % at 10 µM; actives 0.2% (n = 330,000); AID 2806, 2010;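 active means inhibition of at least 40% at 10 µM in the primary screen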;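 further: plate controls were DMSO with enzyme for no effect and no enzyme wells for full effect; values of inactives mirror those of a sister screen read the other way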
hIAP inh: human IAP inhibitors, primary screen, biochemical, luminescence, uHTS; Intestinal-type alkaline phosphatase (Homo sapiens), P09923; purified IAP, CDP-Star luminescence, 30 min; inhibition, % at 10 µM; actives 0.12% (n = 330,000); AID 2544, 2010;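 active means inhibition reaching a set limit with compound at 10 µM in the primary screen, cut at about 35% in these data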;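 further: plate controls were DMSO wells with enzyme for no effect and no-enzyme buffer wells for full effect; values of inactives mirror those of a sister screen read the other way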
Starred values were filed as active, the others as inactive; x = no result given.

SMILES	TIM10 inh	mIAP act	hIAP activ	Apaf-1 inh	ATG4B inhibitor	tim10-1 inh	NALP3 yeast inh	mIAP block	hIAP inh
COc1ccc(CCC(=O)Nc2c(C)n(C)n(-c3ccccc3)c2=O)cc1	4.1	0.971	0.953	-5.3	-1.2	-3.9	6.2	2.9	4.7
O=[N+]([O-])c1ccccc1Oc1ccc(C(F)(F)F)cn1	5.8	1.01	1.12	-10.4	0.4	9.9	5.0	-1.3	-12.4
O=C(CN1C(=O)C2CC=CCC2C1=O)Nc1nc(-c2ccc(F)c(F)c2)cs1 (centres undefined)	0.7	0.919	1.08	4.0	-13.3	2.4	-9.9	8.1	-8.1
CCOc1ccc(/C=C2\SC(=S)N(CC(=O)Nc3ccccn3)C2=O)cc1	8.2	0.961	0.84	4.5	-0.1	10.7	21.0	3.9	16.0
CCNC(=S)NS(=O)(=O)c1ccc(CC)cc1	-2.9	0.996	0.941	3.4	6.2	8.1	9.1	0.4	5.9
COc1ccccc1NC(=O)CN1CCN(CC(=O)Nc2ccc(OCc3ccccc3)cc2)CC1	17.0	1.24	1.07	20.6	-14.0	32.6	15.4	-23.9	-6.8
Cc1c(NC(=O)CSc2nc3ccccc3c(=O)n2C(C)C)c(=O)n(-c2ccccc2)n1C	4.4	0.959	1.07	1.1	5.6	-1.5	-1.7	4.1	-6.7
c1ccc(CNc2ccc3c(c2)ncn3C2CCCCC2)nc1	5.3	1.07	1.08	-1.3	-13.4	-8.1	3.1	-7.0	-7.7
Nc1cc(Cl)ccc1N1CCCCCC1	-7.2	1.01	0.882	2.2	1.1	8.6	17.8	-1.1	11.8
CS(=O)(=O)c1ccc(Cl)c(NC(=O)COC(=O)c2cccc(S(=O)(=O)N3CCCC3)c2)c1	-11.9	0.998	1.12	-0.3	-5.2	-30.8	15.5	0.2	-12.2
Cc1cc(/C=C2\SC(=S)NC2=O)cc(C)c1O	-7.4	0.798	0.651	3.6	12.1	-6.7	-22.3	20.2	34.9
CC(=O)Nc1ccc(/C(C)=N/NC(=O)c2ccc(CN3CCOCC3)cc2)cc1	-6.1	0.988	0.926	-1.7	-2.3	-3.3	14.7	1.2	7.4
O=C(Nn1cnc2ccccc2c1=O)c1ccc([N+](=O)[O-])cc1Cl	6.7	0.95	0.951	-4.4	-3.4	-14.1	-0.7	5.0	4.9
NS(=O)(=O)c1ccc(NC(=O)COC(=O)c2cn(-c3ccccc3)nc2-c2ccc(F)cc2)cc1	0.2	0.941	0.897	-7.0	-7.5	6.3	5.8	5.9	10.3
CCOC(=O)c1c(NC(=O)COC(=O)CCNS(=O)(=O)c2ccccc2)sc(C(=O)N(C)C)c1C	10.1	0.917	1.21	7.6	-2.3	1.9	6.0	8.3	-21.2
CCOc1ccc(S(=O)(=O)Nc2ccccc2C(=O)N2CCCC2)cc1	5.8	0.998	1.07	-2.7	3.8	9.2	12.1	0.2	-7.0
CC(=O)N1CCN(S(=O)(=O)c2cccc(C(=O)NNC(=O)Cn3nc(C)cc3C)c2)CC1	4.5	1	0.945	-1.6	-3.5	-4.5	4.8	-0.5	5.5
CCN1CCN(C(c2cccs2)C(C)NS(=O)(=O)c2ccc(Br)cc2)CC1 (centres undefined)	-2.4	0.996	0.857	-2.9	5.8	10.2	-0.6	0.4	14.3
Cn1cnnc1SCC(=O)Nc1ccccc1F	-3.7	1.03	0.987	-5.9	-11.1	-9.1	-3.1	-3.3	1.3
NC(=O)NS(=O)(=O)Oc1ccccc1	-7.3	0.997	0.947	-0.1	2.2	3.4	0.8	0.2	5.3
COC(=O)c1ccc(CN2CCN(CC(C)C)C(CCO)C2)cc1 (centres undefined)	1.1	1.03	1.1	-4.5	0.3	-9.6	0.9	-2.8	-10.2
C=CCNC(=O)c1ccc(C2SCC(=O)N2Cc2ccccc2)cc1 (centres undefined)	1.8	0.985	1.08	4.4	-4.2	-2.4	13.3	1.5	-8.1
CC(=NCCc1ccccc1)C1=C(O)COC1=O	5.6	0.986	1.03	-13.3	-0.3	-5.5	22.2	1.4	-2.6
CCN(CC(=O)Nc1c(F)cccc1F)C(=O)CNC(=O)c1ccc2c(c1)OCO2	-2.6	0.92	1.07	53.2*	-10.3	-14.9	-10.7	8.0	-6.6
O=C(CN1CCN(c2ccccc2)CC1)N1CCc2[nH]c3ccccc3c2C1	24.0	1.02	1.12	22.5	-13.8	17.6	2.3	-2.4	-12.1
Additional results follow:
SMILES	TIM10 inh	mIAP act	hIAP activ	Apaf-1 inh	ATG4B inhibitor	tim10-1 inh	NALP3 yeast inh	mIAP block	hIAP inh
Cc1nc(Cc2nnc(SCC(=O)N3CCN(c4ccc(F)cc4)CC3)o2)cs1	4.4	1.01	0.864	-8.6	1.7	22.0	11.1	-1.3	13.6
CCCCOC(=O)CSC1=C(C#N)C(c2ccccc2OCC)C(C#N)C(=O)N1 (centres undefined)	-15.3	1.03	0.871	5.0	-6.1	-7.9	17.0	-3.4	12.9
COc1cccc(C(=O)NCC(=O)OCC(=O)Nc2cc(OC)c([N+](=O)[O-])cc2C)c1	0.5	1	0.928	0.4	0.5	9.1	15.1	-0.5	7.2
CC(=O)Nc1cccc(NC(=O)c2c(-c3c(Cl)cccc3Cl)noc2C)c1	11.2	1.08	0.927	-8.5	-12.1	1.5	15.7	-7.7	7.3
Nn1c(SCC(=O)Nc2ccc(F)c(F)c2)nnc1C1CCCCC1	2.5	1.04	0.913	8.4	1.5	3.8	19.9	-3.9	8.7
COc1ccc(-n2c(SCC(=O)NCCC(C)C)nc3ccsc3c2=O)cc1	12.9	1.06	1	-6.9	-6.8	17.0	15.4	-6.1	0.0
COC(=O)c1ccc(NC(=O)CCCCCn2nnc3ccccc3c2=O)cc1	-4.8	1.01	0.889	11.8	-1.9	15.1	4.1	-1.5	11.1
CC1CCN(C(=O)CSc2nnc(Cc3cccn3C)n2-c2ccc(F)cc2)CC1	-2.4	0.871	0.978	5.4	-5.9	15.6	-1.3	12.9	2.2
CCNc1nc(NCC)n2c(SCC(=O)Nc3ccc(C)cc3Br)nnc2n1	4.9	1.08	0.923	0.5	-0.4	9.4	12.2	-7.7	7.7
CC(C)(C)OCC1CO1 (centres undefined)	-1.3	0.925	0.95	-8.5	-0.5	2.8	-1.9	7.5	5.0
COc1ccc(C(=O)COC(=O)C(C)N2C(=O)C3C4CCC(C4)C3C2=O)cc1 (centres undefined)	-24.3	1.08	1.06	5.8	4.6	6.9	28.5	-7.8	-6.5
Cc1ccnc(SC2CC(=O)N(c3ccc(Br)cc3)C2=O)n1 (centres undefined)	0.7	1.17	1.21	8.9	-4.1	7.1	15.1	-16.5	-20.8
O=C(CCl)N=c1sccn1Cc1ccc(Cl)cc1Cl	26.8	1.02	0.986	12.2	2.8	29.1	6.0	-1.7	1.4
Cc1nc(N)sc1C(=O)NN	-14.8	1.07	1.07	-0.2	-10.7	2.9	17.3	-6.7	-7.4
O=S(=O)(Cc1ccccc1)N1CCN(Cc2c(F)cccc2Cl)CC1	-3.7	1.02	0.974	5.2	5.5	8.4	27.6	-2.4	2.6
CCCCc1cc(=O)oc2cc(C)cc(OC(C)C(=O)NCC3CCC(C(=O)O)CC3)c12 (centres undefined)	2.9	0.951	1.05	-1.6	-30.4	-1.1	18.7	4.9	-5.5
Cc1cccc(NC(=O)c2ccc(F)c(S(=O)(=O)NCc3ccco3)c2)c1	1.4	0.993	1.09	6.0	0.4	21.6	9.8	0.7	-8.7
O=C(NC1CCCCCC1)c1cc(=O)[nH]c2ccc(S(=O)(=O)N3CCOCC3)cc12	-4.2	0.94	0.843	-5.2	6.2	6.0	-10.6	6.0	15.7
O=C(Nc1cccc(C(=O)N2CCOCC2)c1)c1cncc(Br)c1	0.8	0.973	0.908	-3.2	-2.5	0.7	9.7	2.7	9.2
Cc1ccc2c(c1)c(/C=C/c1cc[n+](C)cc1)c(C)n2C	17.8	0.824	0.751	-2.5	-2.5	16.1	26.0	17.6	24.9
CN(C)C(=O)c1cc([N+](=O)[O-])cc([N+](=O)[O-])c1N(C)C	-7.7	0.812	0.954	-22.2	2.3	-18.6	4.6	18.8	4.6
S=c1nc(C2CC2)n(-c2ccccc2)[nH]1	-3.2	1.08	0.969	-26.8	24.1	21.1	4.4	-7.9	3.1
Cc1ccc2c(c1)nnn2C1CCN(CC(=O)NNC(=O)c2ccco2)CC1	6.6	1.05	1.34	-4.4	-1.6	-8.0	4.5	-4.7	-33.9
Cc1cc(SCC(=O)NC2(C#N)CCCCC2)nc2c(C)cccc12	10.2	1.08	0.989	10.1	-8.2	34.8	9.5	-7.6	1.1
CC(=O)Nc1ccc(OCCOc2ccc([N+](=O)[O-])cc2)cc1	9.6	1.01	1.04	4.0	-3.2	11.3	19.3	-1.2	-4.2

Entries of single compounds from above:
CC(=O)Nc1ccc(OCCOc2ccc([N+](=O)[O-])cc2)cc1 is listed as TIM10 inh = 9.6; mIAP act = 1.01; hIAP activ = 1.04; Apaf-1 inh = 4.0; ATG4B inhibitor = -3.2; tim10-1 inh = 11.3; NALP3 yeast inh = 19.3; mIAP block = -1.2; hIAP inh = -4.2
CC(=O)Nc1cccc(NC(=O)c2c(-c3c(Cl)cccc3Cl)noc2C)c1 is listed as TIM10 inh = 11.2; mIAP act = 1.08; hIAP activ = 0.927; Apaf-1 inh = -8.5; ATG4B inhibitor = -12.1; tim10-1 inh = 1.5; NALP3 yeast inh = 15.7; mIAP block = -7.7; hIAP inh = 7.3

The list continues.
SMILES	TIM10 inh	mIAP act	hIAP activ	Apaf-1 inh	ATG4B inhibitor	tim10-1 inh	NALP3 yeast inh	mIAP block	hIAP inh
COc1ccc(N2CCN(C(=O)CSc3ccc(C)cc3)CC2)cc1	17.1	1.01	0.873	4.9	9.1	9.4	21.6	-1.1	12.7
Cc1ccc(CNC(=O)CC2Nc3c4ccccc4nc(=S)n3C2=O)cc1 (centres undefined)	6.4	0.919	1	-14.1	x	12.3	17.2	8.1	-0.4
O=C(Nc1ccc(S(=O)(=O)Nc2ccc(Cl)cc2)cc1)C1CCCO1 (centres undefined)	0.6	1	0.813	-5.4	2.5	2.6	9.3	0.0	18.7
NS(=O)(=O)c1ccc(N2CCN(CCOc3ccc(Cl)cc3)CC2)nc1	-15.5	0.899	1.04	7.7	-2.4	15.1	9.7	10.1	-3.8
COc1ccc(CNC(=O)C(C)OC(=O)c2cccn2C)cc1 (centres undefined)	-0.3	1.05	0.99	-4.6	-9.3	11.4	5.1	-4.8	1.0
O=C(CSc1nnc(CNC(=O)c2ccccc2F)o1)Nc1cccc(C(F)(F)F)c1	-18.4	0.978	1.23	2.6	-4.8	11.9	1.4	2.2	-22.9
COc1ccc(CNC(=O)COC(=O)c2nc3nc(C)cc(C)n3n2)cc1	7.9	1.01	0.985	4.8	-5.4	4.6	21.2	-1.3	1.5
O=C(CSc1ncnc2c1oc1ccccc12)Nc1nccs1	-28.3	0.925	0.983	-12.5	-2.1	-9.0	8.0	7.5	1.7
Cc1cc(OCC(=O)Nc2cccnc2)c2c(C)c(C)c(=O)oc2c1	2.3	1.04	1.05	2.3	9.1	-14.5	-1.0	-3.6	-4.9
